CHX counter: Cycloheximide Counterscreen for Small Molecule Inhibitors of Shiga Toxin. cell reporter, cycloheximide protein synthesis inhibition counterscreen. max response, %. 300,000 compounds, 12% hits; in the data active = max response mostly above about 13%, no sharp cut-off; inactive = mostly below about 14%; also: read at 38.3 µM for the half of the compounds with a filed dose; 0% is about no effect
AmpC no deterg: qHTS Inhibitors of AmpC Beta-Lactamase (assay without detergent) | P00811 | AmpC nitrocefin hydrolysis, absorbance 480 nm, 0.0001% Triton | Potency, µM (titrated, usually from 57.1 µM), without a hit: at the top dose activity change, negative = inhibition, usual class: inhibitors | 330,000 compounds, 0.52% hits | AID 485341, 2010;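 also: potency is read from the fitted curve at half-maximal effect; plate controls were no compound for no effect and no enzyme for full effect; nearly all actives have a fitted effect of over 20% in size; some results filed as inactive show a strong effect at the top dose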
Target sequence (P00811 whole entry, looked up): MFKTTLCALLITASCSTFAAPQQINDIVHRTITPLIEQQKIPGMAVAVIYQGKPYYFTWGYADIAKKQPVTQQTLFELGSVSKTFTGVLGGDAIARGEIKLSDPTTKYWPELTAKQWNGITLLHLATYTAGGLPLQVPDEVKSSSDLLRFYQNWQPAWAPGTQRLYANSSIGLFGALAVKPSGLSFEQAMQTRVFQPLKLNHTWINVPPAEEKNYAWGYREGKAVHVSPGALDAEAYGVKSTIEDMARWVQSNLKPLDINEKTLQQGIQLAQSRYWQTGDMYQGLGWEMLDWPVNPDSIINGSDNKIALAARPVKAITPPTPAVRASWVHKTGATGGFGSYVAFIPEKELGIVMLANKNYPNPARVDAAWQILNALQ
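AmpC (5.3 nM in the dispensed reagent) in 20 mM phosphate pH 7.0 with 0.01% (detergent screen) or 0.0001% Triton X-100 was preincubated with compounds for 15 min at room temperature. Nitrocefin was then added from an 800 uM solution, and hydrolysis was followed at 480 nm.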
Tb PYK inh: qHTS of Trypanosoma Brucei Inhibitors. Potency, µM (series often up to 76.8 µM), for inactives: top-dose activity, negative = inhibition, actives largely listed as inhibitors. AID 624173, 2012. pyruvate kinase (Trypanosoma brucei), Q57TT1. 410,000 compounds, 0.12% hits. TbPYK enzyme, Kinase-Glo Plus ATP luminescence, 45 min; also: potency is read from the fitted curve at half-maximal effect; % is scaled to controls: 0 for no effect and ±100 for the full control effect; nearly all actives have a fitted effect of over 50% in size
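T. brucei PYK with substrate was exposed to pin-transferred compounds across a concentration series, then started with 130 uM ADP (final). After 45 min at room temperature, Kinase-Glo Plus luminescence was read, normalized and curve-fitted.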
Pf growth 96h: Primary qHTS for delayed death inhibitors of the malarial parasite plastid, 96 hour incubation; Potency, µM (series often up to 28.7 µM), inactives show top-dose activity change, negative = inhibition, usual class: inhibitors; 320,000 compounds, 6.9% hits; P. falciparum luciferase reporter growth, 96 h; AID 504834, 2011; also: potency is read from the fitted curve at half-maximal effect; % is scaled to controls: 0 for no effect and ±100 for the full control effect
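Parasite growth measured via integrated firefly luciferase reporter in P. falciparum. Infected erythrocytes at 2% hematocrit, 0.05% parasitemia final were treated 96 hours at 37 C under 5% CO2, and luminescence was read.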
LmPK inh: qHTS Assay for Inhibitors of Leishmania Mexicana Pyruvate Kinase (LmPK); Q27686; purified LmPK, Kinase-Glo ATP luminescence, 1 h; Potency, µM (highest dose often 57.5 µM), without a hit: at the top dose activity change, negative = inhibition, actives largely listed as inhibitors; 290,000 compounds, 0.37% hits; also: potency is read from the fitted curve at half-maximal effect; % is scaled to controls: 0 for no effect and ±100 for the full control effect
Target sequence (Q27686 whole entry, looked up): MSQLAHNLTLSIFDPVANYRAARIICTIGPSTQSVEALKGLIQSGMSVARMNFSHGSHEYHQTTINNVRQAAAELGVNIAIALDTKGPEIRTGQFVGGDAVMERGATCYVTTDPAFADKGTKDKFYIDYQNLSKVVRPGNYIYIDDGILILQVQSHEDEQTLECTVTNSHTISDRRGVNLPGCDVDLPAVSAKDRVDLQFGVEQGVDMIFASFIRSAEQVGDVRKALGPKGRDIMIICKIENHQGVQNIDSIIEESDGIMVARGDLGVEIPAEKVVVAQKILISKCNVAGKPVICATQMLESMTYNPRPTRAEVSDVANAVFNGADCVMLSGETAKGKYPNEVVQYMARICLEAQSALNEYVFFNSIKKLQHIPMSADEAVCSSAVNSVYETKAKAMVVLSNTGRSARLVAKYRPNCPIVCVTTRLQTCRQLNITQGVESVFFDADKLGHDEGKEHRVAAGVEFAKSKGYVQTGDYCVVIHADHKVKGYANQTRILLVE
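Pyruvate kinase activity monitored as ATP production (luciferase luminescence). Conditions: 0.1 nM enzyme, 0.5 mM PEP, 0.1 mM ADP, 1 h, RT; normalized against uninhibited and no-enzyme wells.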
Pf growth 48h: Primary qHTS for delayed death inhibitors of the malarial parasite plastid, 48 hour incubation; P. falciparum luciferase growth in erythrocytes, 48 h; Potency, µM (series often up to 28.7 µM), without a hit: at the highest dose activity change, negative = inhibition, hits mostly inhibitors; AID 504832, 2011; 310,000 compounds, 5.9% hits; also: potency is read from the fitted curve at half-maximal effect; % is scaled to controls: 0 for no effect and ±100 for the full control effect
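Erythrocytes infected with P. falciparum carrying an integrated firefly luciferase reporter (2% hematocrit, 0.1% parasitemia final) were exposed to compounds in RPMI 1640 with 0.5% Albumax at 37 C, 5% CO2. Growth inhibition was scored as reduced luminescence.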
Shiga inhibitor: A qHTS for Small Molecule Inhibitors of Shiga Toxin. inhibition, % at 38.7 µM. 290,000 compounds, 9.2% hits. Vero cells, Shiga toxin protein synthesis inhibition reporter; in the data active = inhibition mostly above about 28%, no sharp cut-off; inactive = mostly below about 43%; also: 0% is about no effect
Starred values were filed as active, the others as inactive; ? = inconclusive; . = not tested or not shown; [ ] = remark or other dose. Unless noted, calls follow the shape of the dose curve; as a rule, active = well fitted curve in the direction sought with a large enough effect; inconclusive = small, poorly fitted or top-dose-only effect, or another doubt; inactive = no such curve, though single readings can be large; an effect the other way counts as inactive or inconclusive.

SMILES	CHX counter	AmpC no deterg	Tb PYK inh	Pf growth 96h	LmPK inh	Pf growth 48h	Shiga inhibitor
CC(=O)NC(CC(=O)O)c1ccc([N+](=O)[O-])cc1 (stereo not drawn)	1	-9%	1%	24%	12%	54%[activator]	-9
COc1ccc(-c2cc3ncnc(Cl)c3s2)cc1	33*	-18%	-12%	107%[activator]	0%	138%[activator]	58
Cc1ccccc1NS(=O)(=O)c1ccc(C)c(C(=O)N2CCOCC2)c1	-3	-12%	-16%	?	3%	8%	-5
CC(C)OCCCNC(=S)NNC(=O)c1ccc(Cl)c(Cl)c1	29*	-22%	-15%	-16%	1%	46%[activator]	66*
COc1ccc(OCCC(=O)Nc2cc3c(cc2C(=O)O)OCCCO3)cc1	.	-20%	-7%	-2%	.	?	.
COc1ccccc1CN1CCCCC1c1cccnc1 (stereo not drawn)	-2	-14%	-1%	.	-2%	7%	2
O=C(CCN1CCN(Cc2ccccc2)CC1)NNC(=O)Cc1ccc(Cl)c(Cl)c1	-3	37%	13%	3%	-2%	-3%	22
CCN(CC)C(=O)CSCC(=O)Nc1ccccc1	1	-18%	3%	?	1%	18%	17
CCOc1ccc(C(=O)N2CCN(S(=O)(=O)c3cccs3)CC2)c(OCC)c1	13	105%[activator]	-4%	4%	-12%	?	-22
Cc1nn(C)cc1CN(C)C(=O)c1nn2c(c1Cl)NC(c1cccs1)CC2C(F)(F)F (stereo not drawn)	-4	81%[activator]	2%	2%	0%	?	-7
CCc1cc(-c2[nH]ncc2-c2ccc(OC)cc2)c(O)cc1O	-5	-26%	6%	?	6%	?	-19
C(=N\Nc1ccccc1)/c1nc2ccccc2s1	64*	1%	0%	-64%	-6%	394%[activator]	135*
COc1ccc(NC(=O)CSc2nnc(C)n2C2CC2)cc1S(=O)(=O)N1CCOCC1	.	14%	-1%	?	.	-22%	.
COc1ccccc1Cn1c(C)nc2ccccc21	2	3%	-1%	-4%	-3%	-12%	-12
CCOc1ccc2oc(-c3ccccc3)c(C(=O)N(C)C)c2c1	-4	98%[activator]	2%	.	9%	-20%	-17
N#Cc1c(N)nc2c(c1-c1ccccc1)CCCC2	-3	-11%	-1%	-3%	-1%	4%	7
CS(=O)(=O)c1ccc2nc(NC(=O)c3ccc(=O)[nH]c3)sc2c1	-4	-8%	-7%	0%	2%	51%[activator]	-4
CSc1nc(Oc2ccc(C)cc2)cc(C(F)(F)F)n1	-3	-13%	2%	97%[activator]	-4%	17%	-10
COc1ccccc1NC(=O)N1CCCC1C(=O)NCc1ccccc1F (stereo not drawn)	12	-29%	1%	35%[activator]	5%	2%	11
Cc1ccc(CCN2C(=O)c3ccccc3C2C(=O)NCc2cccnc2)cc1 (stereo not drawn)	5	8%	0%	101%[activator]	5%	.	20
CCOc1ccc(-n2c(SCC(=O)Nc3cc(C(=O)O)ccc3Cl)nc3ccccc3c2=O)cc1	-5	-28%	-2%	?	5%	?	4
O=C(Cc1ccc(-n2c(=S)[nH]c3ccccc3c2=O)cc1)N1CCN(c2ccccc2)CC1	-1	-8%	-19%	82%[activator]	-2%	.	-3
CCc1cc2cc(C(=O)Nc3ccc(C)cc3)sc2s1	11	-31%	2%	2.3µM*	5%	?	22
Nc1ccc2oc(-c3cccc(Br)c3)nc2c1	43*	5%	1%	21%	-1%	182%[activator]	108
Cc1ccsc1/C=N/NC(=O)CNC(=O)c1ccco1	7	-16%	2%	-14%	-3%[11.5 µM]	7%	39
CCOc1cc(C(=S)N2CCN(C)CC2)ccc1OCC(=O)N1CCOCC1	1	-16%	0%	?	4%	3%	-3
Nc1nc2ccc([N+](=O)[O-])c(N)c2s1	6	-14%	?	?	-3%	-28%	-1
CN1CCCN(Cc2nc(-c3cccc(C(F)(F)F)c3)no2)CC1	16*	44%	8%	12µM*	5%	-2%	5
Cc1ccc(CNC(=O)CCS(=O)(=O)c2ccc3c(c2)NC(=O)CS3)cc1	-10	-33%	3%	47%[activator]	1%	9%	-2
COC(=O)c1cc(NC(=O)c2ccoc2C)cc(C(=O)OC)c1	-4	-26%	1%	10%	-3%	6%	-5
CC(C)(C)c1ccc(OCC(=O)N(c2ccccn2)C2CCCCC2)cc1	-1	1%	-3%	?	1%	?	-3
CCn1c(SCC(=O)c2ccc3c(c2)Cc2ccccc2-3)nnc1-c1ccc(N)cc1	-2	49%	-5%	?	-9%	-15%	21
Cc1ccccc1N1CCN(Cc2ccc3c(c2)OCO3)CC1	-3	85%	1%	-4%	-3%	89%[activator]	-7
Nc1nonc1C(=Nc1ccccc1)NO	1	208%[activator]	-2%	?	-1%	12%	-2
Cc1ccc(C2C(C#N)=C(N)Oc3n[nH]c(C)c32)cc1 (stereo not drawn)	-4	-23%	6%	.	2%	4%	-8
C/C(=N\NC(=O)c1cccc(S(=O)(=O)N2CCOCC2)c1)c1ccc(OC(F)F)cc1	.	18%	-10%	-14%	.	?	.
COc1ccccc1CNC(=O)c1cc(C(=O)CC(C)C)c[nH]1	-1	-19%	-2%	0%	0%	8%[0.00184 µM]	3
O=C(c1ccncc1)N1CCN(S(=O)(=O)c2ccc(F)cc2)CC1	0	13%	-8%	-18%	-2%	8%	-7
CC(C)c1ccc(N(C(=O)C(F)(F)F)C(C(=O)NC2CCCCC2)c2ccncc2)cc1 (stereo not drawn)	1	-25%	2%	7%	0%	?	-19
CC(C)[C@H](NC(=O)N1CCn2c1nc1ccccc12)C(=O)N[C@H](Cc1ccccc1)C(=O)O	-4	-4%	3%	0%	-8%	3%	-3
COC(=O)c1cccc(NC(=O)Cn2cnc3ccccc3c2=O)c1	-2	-25%	-2%	-22%	0%	19%	-6
O=C(c1ccc2c(c1)OCO2)N1CCN(c2ccccc2F)CC1	22*	-15%	2%	.	6%	20%	29
CC(=O)NC(=S)Nc1cc(C(F)(F)F)ccc1N1CCOCC1	0	51%	-1%	-25%	-3%	-18%	-5
COc1ccc(/C=N/NC(=O)c2nnn(-c3nonc3N)c2CN(C)c2ccccc2)cc1	-2	-19%	3%	0%	0%	11%	-6
COc1cccc(/C=C/C(=O)c2ccc(NS(=O)(=O)c3ccc(C)cc3)cc2)c1	-2	-33%	-5%	?	-2%	-28%	-14
COc1ccc([C@H]2CC(=O)C=C(c3cccc(OC)c3OC)C2)cc1OC	.	124%[activator]	1%	?	.	?	.
O=C(CNC(=O)c1ccncc1)N/N=C/c1ccc(Br)cc1	-1	1%	-3%	34%[activator]	-1%	41%[activator]	-2
CCOC(=O)c1ccc(NC(=O)CCc2nc(-c3ccc(C)cc3)no2)cc1	12	38%	1%	3.7µM*	6%	?	28
CCOC(=O)c1c(NC(=O)CCC(=O)O)sc2c1CCCCC2	-1	-14%	-27%	8%	-5%	20%	-7
Cc1sc(NC(=O)/C=C/c2ccc3c(c2)OCO3)nc1-c1ccccc1	-1	-22%	-3%	28%	1%	-12%	11
COc1ccc(CCN2CC(C(=O)NCCCn3nc(C)cc3C)CCC2=O)cc1 (stereo not drawn)	8	48%	6%	29%	-3%	29%	-6
CN(c1ccc(C(=O)Nc2ccc3c(c2)OCO3)cc1)S(C)(=O)=O	33*	-17%	-9%	100%[activator]	?	66%[activator]	62*
COc1cc2c(cc1OC)C(c1ccc3c(c1)OCO3)CC(=O)N2 (stereo not drawn)	-1	-4%	4%	?	7%	.	-24
Cc1ccc(S(=O)(=O)N[C@H](C(=O)OCC(=O)NC(=O)Nc2ccc3c(c2)OCCO3)C(C)C)cc1	19*	-49%	-12%	38%[activator]	-3%	33%[activator]	14
Nn1cnnc1SCC(=O)Nc1ccc(C2CCCCC2)cc1	50*	14%	3%	-22%	0%	113%[activator]	81*
Cc1cc2c(C)ccc(C)c2nc1SCC(=O)c1cccs1	-3	0.18µM*	.	-8%	1%	?	18

Among those listed so far, 13 contain an aryl methoxy group.
SMILES	CHX counter	AmpC no deterg	Tb PYK inh	Pf growth 96h	LmPK inh	Pf growth 48h	Shiga inhibitor
COc1ccc(-c2cc3ncnc(Cl)c3s2)cc1	33*	-18%	-12%	107%[activator]	0%	138%[activator]	58
COc1ccc(OCCC(=O)Nc2cc3c(cc2C(=O)O)OCCCO3)cc1	.	-20%	-7%	-2%	.	?	.
COc1ccccc1CN1CCCCC1c1cccnc1 (stereo not drawn)	-2	-14%	-1%	.	-2%	7%	2
CCc1cc(-c2[nH]ncc2-c2ccc(OC)cc2)c(O)cc1O	-5	-26%	6%	?	6%	?	-19
COc1ccc(NC(=O)CSc2nnc(C)n2C2CC2)cc1S(=O)(=O)N1CCOCC1	.	14%	-1%	?	.	-22%	.
COc1ccccc1Cn1c(C)nc2ccccc21	2	3%	-1%	-4%	-3%	-12%	-12
COc1ccccc1NC(=O)N1CCCC1C(=O)NCc1ccccc1F (stereo not drawn)	12	-29%	1%	35%[activator]	5%	2%	11
COc1ccccc1CNC(=O)c1cc(C(=O)CC(C)C)c[nH]1	-1	-19%	-2%	0%	0%	8%[0.00184 µM]	3
COc1ccc(/C=N/NC(=O)c2nnn(-c3nonc3N)c2CN(C)c2ccccc2)cc1	-2	-19%	3%	0%	0%	11%	-6
COc1cccc(/C=C/C(=O)c2ccc(NS(=O)(=O)c3ccc(C)cc3)cc2)c1	-2	-33%	-5%	?	-2%	-28%	-14
COc1ccc([C@H]2CC(=O)C=C(c3cccc(OC)c3OC)C2)cc1OC	.	124%[activator]	1%	?	.	?	.
COc1ccc(CCN2CC(C(=O)NCCCn3nc(C)cc3C)CCC2=O)cc1 (stereo not drawn)	8	48%	6%	29%	-3%	29%	-6
COc1cc2c(cc1OC)C(c1ccc3c(c1)OCO3)CC(=O)N2 (stereo not drawn)	-1	-4%	4%	?	7%	.	-24
